LAP4-GFP MLPCN = modulators of TOR pathway LAP4-GFP in S. cerevisiae | actives 0.34% (n = 320,000) | AID 2023 | GFP response vs DMSO, % at 10 µM | S. cerevisiae LAP4-GFP multiplex, flow cytometry GFP, 3 h; median GFP as percent of DMSO wells;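 active = GFP response vs DMSO above a set limit, about the screen mean plus 3 SD, cut at about 150% in these data; inconclusive = under 70 cell events counted for the yeast strain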
VLA-4 inh = inhibition in a human VLA-4 binding assay; actives 0.2% (n = 330,000); P13612; VLA-4 expressing cells, ligand binding flow cytometry; inhibition, % (about 7 µM as worked out from the volumes in the protocol); in the data active = inhibition above about 50%
Target sequence (P13612 whole entry, looked up): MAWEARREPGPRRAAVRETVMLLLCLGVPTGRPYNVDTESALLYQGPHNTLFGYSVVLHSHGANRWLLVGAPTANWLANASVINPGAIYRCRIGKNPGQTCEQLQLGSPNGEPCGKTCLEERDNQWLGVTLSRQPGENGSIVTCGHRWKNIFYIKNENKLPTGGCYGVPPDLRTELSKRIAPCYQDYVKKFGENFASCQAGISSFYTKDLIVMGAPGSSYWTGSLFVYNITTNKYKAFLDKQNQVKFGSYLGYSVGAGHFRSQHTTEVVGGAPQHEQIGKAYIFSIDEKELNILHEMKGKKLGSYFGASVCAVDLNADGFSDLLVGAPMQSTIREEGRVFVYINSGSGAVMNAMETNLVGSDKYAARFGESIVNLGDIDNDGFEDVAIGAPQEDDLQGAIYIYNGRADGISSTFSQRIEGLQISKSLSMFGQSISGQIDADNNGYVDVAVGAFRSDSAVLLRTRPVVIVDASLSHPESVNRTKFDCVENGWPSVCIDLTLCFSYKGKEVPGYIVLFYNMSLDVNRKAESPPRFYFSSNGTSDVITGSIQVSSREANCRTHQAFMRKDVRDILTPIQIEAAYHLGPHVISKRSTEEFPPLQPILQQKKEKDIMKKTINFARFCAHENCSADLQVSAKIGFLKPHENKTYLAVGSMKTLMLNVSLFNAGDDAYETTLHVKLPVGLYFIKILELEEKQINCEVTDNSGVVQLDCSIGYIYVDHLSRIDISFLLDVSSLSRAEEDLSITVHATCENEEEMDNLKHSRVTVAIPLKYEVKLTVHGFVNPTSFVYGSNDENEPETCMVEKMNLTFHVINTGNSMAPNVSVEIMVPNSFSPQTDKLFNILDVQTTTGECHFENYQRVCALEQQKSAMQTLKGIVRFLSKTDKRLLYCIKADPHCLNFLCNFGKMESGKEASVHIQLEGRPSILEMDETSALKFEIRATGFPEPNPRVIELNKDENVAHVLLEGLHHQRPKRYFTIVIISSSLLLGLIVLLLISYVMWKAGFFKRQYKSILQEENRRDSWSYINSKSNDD
GASC-1 inh = blocks human GASC-1 demethylase activity | Q9H3R0 | GST-JMJD2C(1-420) H3K9me3 demethylation, DELFIA europium | inhibition, % at 2.35 µM | actives 0.069% (n = 330,000) | AID 2099;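 active = more than half of a compound's replicate wells show inhibition beyond 50%, single wells judged on their own value; inconclusive = some, but no more than half, of replicates pass 50% inhibition; inactive = no replicate passes 50% inhibition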;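 note: signal counts dimethyl H3K9 product captured on neutravidin plate; 0% = median of DMSO wells and 100% = 0.3 times that DMSO median; strong numbers were not always called active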
MEP2-GFP yeast = yeast TOR pathway MEP2-GFP modulation | S. cerevisiae MEP2-GFP strain, flow cytometry GFP, 3 h; 100% = DMSO control level | GFP response vs DMSO, % at 10 µM | actives 0.51% (n = 330,000) | AID 2016;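 active = GFP response versus DMSO above a set limit, roughly screen mean plus 3 SD, cut at about 180% in these data; inconclusive = fewer than 70 cells counted for a yeast strain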;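 note: median GFP fluorescence of the barcode-gated MEP2-GFP cells per well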
RPL19A-GFP yeast = yeast TOR pathway RPL19A-GFP modulation. S. cerevisiae RPL19A-GFP strain, flow cytometry, 3 h; stronger effect = lower value. percent response vs DMSO, % at 10 µM. actives 0.3% (n = 330,000). AID 2025;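 active = percent response vs DMSO below 50%; inconclusive = fewer than 70 events counted for the yeast strain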;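 note: median channel GFP fluorescence of the barcoded RPL19A-GFP strain; ratio of sample median GFP to plate DMSO average so 100% = DMSO; lower means less RPL19A-GFP as with rapamycin TOR inhibition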
CIT2 TOR yeast = yeast TOR pathway CIT2-GFP modulation; actives 0.065% (n = 320,000); AID 2029; S. cerevisiae CIT2-GFP strain, flow cytometry, 3 h; 100 means same as DMSO wells; GFP response vs DMSO, % at 10 µM;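 active = GFP response relative to DMSO above a set limit, near the screen mean plus 3 SD, cut at about 150% in these data; inconclusive = Fewer than 70 cells measured for a yeast strain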;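 note: ratio of well median GFP fluorescence to mean of DMSO wells on the plate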
AGP1-GFP MLPCN = yeast TOR pathway AGP1-GFP modulation. actives 0.02% (n = 320,000). S. cerevisiae AGP1-GFP multiplex flow cytometry, 3 h; GFP as percent of DMSO wells. GFP response vs DMSO, % at 10 µM;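 active = GFP response relative to DMSO above a set limit, near screen average plus 3 SD, cut at about 150% in these data; inconclusive = fewer than 70 cells counted for the yeast strain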;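 note: median GFP channel fluorescence of the gated AGP1 strain per well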
GRK2 aptamer HTS = inhibitors of human GRK2 displacing RNA aptamer. bead flow cytometry, FAM-aptamer displacement from GRK2. actives 0.59% (n = 330,000). inhibition of aptamer binding, % at 10 µM. P25098;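 active = inhibition of aptamer binding above 40%, roughly 3 SD of noise, on plates passing a quality check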;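 note: median bead fluorescence of bound FAM aptamer so fluorescent compounds give negative values; no value below 0 was filed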
Starred values were filed as active, the others as inactive; ? = inconclusive; . = not tested or not shown.

nr	mol	RPL19A-GFP yeast	LAP4-GFP MLPCN	VLA-4 inh	CIT2 TOR yeast	GRK2 aptamer HTS	MEP2-GFP yeast	GASC-1 inh	AGP1-GFP MLPCN
1	Cn1c(=O)cc(SCC(=O)Nc2cccnc2)c2ccccc21	100	96	-10	109	0	101	5	104
2	Cc1noc(C)c1S(=O)(=O)N1CCCC(C(=O)NCCc2ccc(Cl)cc2)C1 (stereo not drawn)	103	102	19	92	0	100	-5	102
3	Cc1[nH]c2ccccc2c1/C=N/NC(=O)c1cccc(S(=O)(=O)Nc2cccc(C(F)(F)F)c2)c1	103	95	16	103	0	104	10	100
4	CCOC(=O)CNC(=O)CSc1nc(-c2ccc(C)cc2)ns1	96	111	3	98	1	97	2	103
5	COc1ccccc1C(c1nnnn1C(C)(C)C)N1CCN(C(=O)c2ccco2)CC1 (stereo not drawn)	100	96	-9	104	2	97	10	108
6	O=C(O)c1ccc(Cl)c(S(=O)(=O)N(Cc2ccccc2)c2ccccc2Cl)c1	105	103	-10	92	0	97	-5	98
7	COc1ccccc1CNC(=O)c1ccc(CS(=O)Cc2cccc(Cl)c2)o1 (stereo not drawn)	101	110	4	101	4	103	1	101
8	COc1ccc(N2CCN(CCCNS(=O)(=O)c3ccc4c(c3)oc(=O)n4C)CC2)cc1	100	100	-5	95	0	99	2	99
9	Cc1onc(-c2ccccc2)c1C(=O)N1CCc2ccccc21	92	102	4	91	2	97	-1	93
10	COc1ccc(S(=O)(=O)NNC(=O)c2ccc(-n3c(C)ccc3C)cc2)cc1	100	102	1	99	4	99	14	101
11	Cc1ccc(CNc2cnn(C34CC5CC(CC(C5)C3)C4)c(=O)c2Cl)cc1	98	96	10	97	3	100	1	100
12	COc1cc(NC(=O)[C@@H](NC(=O)N2CCn3c2nc2ccccc23)C(C)C)cc(OC)c1	94	83	7	93	1	91	?	92
13	COC(=O)c1cc(Br)c(=O)n(-c2cccc(F)c2)c1	97	106	-31	108	0	118	6	100
14	Cc1ccc(Cl)cc1N1CCN(C(=O)c2cc3c(=O)[nH]c4ccccc4c3n2C)CC1	100	93	26	104	1	102	0	100
15	CCCOCCOC(=O)C1=C(C)NC(=O)NC1c1cc(Cl)c(O)c(OC)c1 (stereo not drawn)	94	89	17	93	4	94	-5	96
16	COc1ccc(CCNC(=O)c2ccc3ccccc3n2)cc1OC	93	103	24	101	0	101	-3	95
17	CC(OC(=O)Cc1coc2cc3c(cc12)CCC3)C(=O)NCc1ccc2c(c1)OCO2 (stereo not drawn)	96	91	8	97	2	101	4	95
18	COc1ccccc1NC(=O)COC(=O)Cc1ccc(S(=O)(=O)N2CCCCC2)s1	98	117	0	95	0	96	-1	111
19	O=C(COC(=O)CCC(=O)c1cccs1)Nc1ccc(F)c(F)c1F	96	96	3	101	0	103	-1	93
20	S=c1[nH]nc(-c2cccnc2)n1-c1ccccc1	95	93	7	92	4	95	1	97
21	Oc1ccc(/C(Cc2ccccn2)=N\Nc2ccccc2)c(O)c1	106	109	8	106	0	105	15	105
22	O=C(NNc1nc2ccccc2nc1C(F)(F)F)c1ccccc1	100	105	-4	103	0	104	-7	104
23	Cc1cc(/C=C2\SC(=S)NC2=O)c(C)[nH]1	98	109	-9	111	5	104	-30	104
24	CN(c1cccc(NC(=O)Cc2ccccc2)c1)S(C)(=O)=O	97	99	-13	101	0	98	-27	102
25	C#CCn1c(=NC(=O)CN2C(=O)CCC2=O)sc2cccc(C)c21	103	108	-16	108	0	109	10	112
26	O=C(O)CC1(CC(=O)Nc2ccccc2N2CCOCC2)CCCC1	105	103	-20	103	2	111	4	107
27	O=C(CCN1CCOCC1)NNC(=O)Nc1cccc([N+](=O)[O-])c1	101	90	8	93	0	95	-6	93
28	Cc1ccc(C(=O)N/N=C/C=C/c2ccccc2)cc1	100	99	10	95	0	97	0	94
29	Cc1cccnc1NC(=O)c1ccc(S(=O)(=O)NCc2ccco2)cc1	100	104	0	103	0	98	0	103
30	FC(F)(F)c1ccc(-c2noc(CN3CCCN(C4CCCCC4)CC3)n2)cc1	96	105	1	93	1	114	-16	93

Values by screen from the list:
GASC-1 inh, entries 22–25 → -7, -30, -27, 10
MEP2-GFP yeast, entries 22–25 → 104, 104, 98, 109
GRK2 aptamer HTS, entries 22–25 → 0, 5, 0, 0

Additional entries:
nr	mol	RPL19A-GFP yeast	LAP4-GFP MLPCN	VLA-4 inh	CIT2 TOR yeast	GRK2 aptamer HTS	MEP2-GFP yeast	GASC-1 inh	AGP1-GFP MLPCN
31	Cc1ccc(SCCCn2cnc3ccccc3c2=O)cc1	92	112	8	90	0	97	0	99
32	O=C(CP(=O)(O)CC(=O)c1ccccc1)c1ccccc1	103	114	-9	130	3	120	17	109
33	Cc1cc(=O)oc(C)c1C(=O)Nc1cccc2ccccc12	97	92	-3	82	2	94	3	98
34	Cc1cc2c(ncn2C)c(NS(=O)(=O)c2cc(Cl)ccc2Cl)c1C	104	106	-11	115	0	105	5	108
35	CCC(C)C(NC(=O)C(C)NC(=O)CNC(=O)CNC(=O)OCc1ccccc1)C(=O)OC (stereo not drawn)	98	100	6	99	0	100	-22	99
36	COc1ccc(N2CC(C(=O)Nc3c4c(nn3-c3ccccc3)CS(=O)(=O)C4)CC2=O)cc1 (stereo not drawn)	107	77	-15	102	4	102	2	97
37	CCNC(=O)Nc1ccc(S(=O)(=O)Nc2cnc(C)nc2C)cc1	105	88	7	94	1	100	-11	97
38	C=CCn1c(-c2ccccc2[N+](=O)[O-])n[nH]c1=S	95	101	5	102	4	96	-4	98
39	Cc1nn(C)c(C(=O)N2CCN(C(=O)c3ccco3)CC2)c1[N+](=O)[O-]	104	96	-13	108	1	107	5	108
40	CN(CC(=O)NCc1ccccn1)S(=O)(=O)c1ccc(Br)cc1	91	119	-2	103	0	105	16	88
41	COc1ccc(NC(=O)CN2CCN(c3ccc(C)cc3C)CC2)cc1	103	89	5	109	.	95	-7	94
42	CCn1c(SCC(=O)NC2CCCCC2)nnc1C(C)NC(=O)c1ccccc1F (stereo not drawn)	104	87	5	97	0	103	-3	96
43	COc1ccccc1CNC(=O)CCc1ccccc1	98	99	-3	107	0	113	4	103
44	CCCC(=O)Nc1cc(OC)c(OC)cc1C(=O)O	101	89	11	.	0	99	-8	99
45	O=C(O)c1ccc(CSc2n[nH]c(-c3ccco3)n2)cc1	103	99	7	106	24	101	6	100
46	CCN(CC)CCCNC(=S)N(Cc1cccnc1)Cc1cc2cc(C)ccc2[nH]c1=O	98	94	7	98	0	102	8	104
47	O=C(c1cccc(N2C(=O)c3ccccc3C2=O)c1)N1CCCCCC1	101	102	17	106	0	106	0	105
48	CN(NC1OC(=O)c2ccccc21)c1ccc(C(F)(F)F)cc1[N+](=O)[O-] (stereo not drawn)	94	108	15	90	0	96	6	98
49	CC12CCC(C(=O)NCc3ccc(F)cc3)(OC1=O)C2(C)C (stereo not drawn)	101	106	-2	107	0	100	1	113
50	CCOc1ccccc1C(=O)NC(C)c1ccc(-n2ccnc2)cc1 (stereo not drawn)	103	100	7	100	0	97	13	96
51	CC(C)C1NC2(C(=O)c3ccccc3C2=O)C2C(=O)N(c3ccc(F)cc3)C(=O)C12 (stereo not drawn)	100	110	14	105	0	98	-3	100
52	CC1CCCN(C(=O)c2ccc(Cl)c(S(=O)(=O)N3CCCCCC3)c2)C1 (stereo not drawn)	98	102	7	103	1	96	6	98
53	COc1ccc(Cl)cc1NC(=O)CN(C)C(=O)Cn1cnc2c1c(=O)n(C)c(=O)n2C	94	104	-9	95	0	97	5	108
54	CC(C)Cc1nnc(NC(=O)c2cccc(S(=O)(=O)N3CCN(C)CC3)c2)s1	95	94	6	98	0	81	0	98
55	CCCNC(=O)c1ccc(COc2ccc(CCC)cc2OC)o1	100	99	-18	93	2	106	4	86
56	COc1ccc(CCC(=O)Nc2c(C)n(C)n(-c3ccccc3)c2=O)cc1	99	115	0	99	0	92	0	99
57	CC(=O)c1ccc(NS(=O)(=O)c2cc3c(cc2C)N(C)CCO3)cc1	102	106	8	101	0	97	-9	107
58	CCOC(=O)C1=C(c2ccccc2)O/C(=C(/C#N)C(F)(F)F)S1	101	114	25	87	0	101	4	106
59	O=C(CSc1nnc2ccccn12)NC(=O)Cc1ccccc1	99	105	-23	108	0	108	3	111
60	O=C(CC(c1ccccc1)c1ccccc1)Nc1ccc(O)cc1	103	96	1	102	2	108	22	104
61	COc1ccc(-c2nc(CS(=O)(=O)CC(=O)Nc3cccc(C(C)=O)c3)c(C)o2)cc1	89	84	10	94	0	93	6	87
62	N#Cc1nc(-c2ccco2)oc1N1CCC(Cc2ccccc2)CC1	99	101	32	92	0	97	4	95
63	CCC(=O)Nc1ccc(S(=O)(=O)Nc2cc(C)on2)cc1	102	107	0	109	0	102	-11	105
64	COc1ccc(/C(C)=N/Nc2ccc(F)cc2F)c(O)c1	103	114	6	109	1	111	-1	109
65	Cc1ccc(S(=O)(=O)N2CCN(CCC#N)CC2)cc1	118	114	-31	117	0	97	1	117
66	COc1ccc(/C(C#N)=C/c2c(-c3ccc(Cl)cc3)nc3c(C)cccn23)cc1	96	100	-5	102	1	100	-7	98
67	CCOC(=O)c1c(NC(=O)C2COc3ccccc3O2)sc(C(C)=O)c1C (stereo not drawn)	103	87	16	63	0	89	6	72

Assay outcomes from PubChem BioAssay.
